DT40 TDP1 CPT – DT40-hTDP1 cell growth loss with CPT | hit rate 12% among 420,000 | Potency, µM (top dose mostly 46.2 µM), inactives show top-dose activity change, negative = growth inhibition, usual class: inhibitors | chicken DT40 Tdp1-/-;hTDP1 cells + 20 nM CPT, ATP luminescence, 48 h; also: nearly all actives have a fitted effect of over 55% in size
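Chicken DT40 Tdp1-/- cells stably complemented with human TDP1 were seeded at 400 cells/well in medium containing 20 nM camptothecin, exposed to pin-transferred compounds, and grown at 37 °C for at least 48 hr. Viability was read as ATP luminescence.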
TDP1 inh – blocks human tyrosyl-DNA phosphodiesterase 1. Potency, µM (highest dose often 130 µM), for the others: top-dose activity change, negative = inhibition, hits mostly inhibitors. recombinant TDP1, AlphaScreen DNA substrate cleavage. hit rate 0.28% among 350,000. AID 485290; also: nearly all actives have a fitted effect of over 40% in size
Target sequence (Q9NUW8 whole entry, looked up): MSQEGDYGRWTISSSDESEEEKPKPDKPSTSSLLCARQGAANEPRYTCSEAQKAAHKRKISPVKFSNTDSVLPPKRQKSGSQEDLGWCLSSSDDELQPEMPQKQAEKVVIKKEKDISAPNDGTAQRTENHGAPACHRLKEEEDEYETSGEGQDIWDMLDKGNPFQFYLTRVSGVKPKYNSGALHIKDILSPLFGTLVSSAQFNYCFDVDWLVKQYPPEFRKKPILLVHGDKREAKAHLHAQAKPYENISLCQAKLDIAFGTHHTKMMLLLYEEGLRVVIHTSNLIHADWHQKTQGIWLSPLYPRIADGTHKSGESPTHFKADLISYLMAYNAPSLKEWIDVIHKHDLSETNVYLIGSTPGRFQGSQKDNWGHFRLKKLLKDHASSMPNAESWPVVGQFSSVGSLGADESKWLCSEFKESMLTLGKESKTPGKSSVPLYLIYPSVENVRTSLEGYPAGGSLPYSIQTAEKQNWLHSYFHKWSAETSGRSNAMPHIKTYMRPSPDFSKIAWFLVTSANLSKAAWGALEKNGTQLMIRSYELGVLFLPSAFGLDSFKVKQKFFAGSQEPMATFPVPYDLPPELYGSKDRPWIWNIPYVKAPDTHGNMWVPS
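E. coli-derived human Tdp1, 1 nM final. Cpd preinc 15 min RT; substrate 15 nM final, 5 min RT; AS bead mix 10 ug/ml final, 10 min RT. Signal loss = tyrosine-FITC cleavage. No-enzyme wells = max signal.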
TDP1 cell noCPT – qHTS for Inhibitors of human tyrosyl-DNA phosphodiesterase 1 (TDP1): qHTS in cells in absence of CPT. Potency, µM (series often up to 46.2 µM), without a hit: top-dose activity change, negative = growth inhibition, actives largely listed as inhibitors. hit rate 15% among 420,000. DT40 Tdp1-/- hTDP1 cells, no CPT, ATP luminescence, 48 h; also: nearly all actives have a fitted effect of over 55% in size
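Chicken DT40 Tdp1-/- cells complemented with human TDP1, screened without camptothecin (DMSO vehicle only), 400 cells/well. Compounds pin-transferred, cells incubated at 37 °C for at least 48 hr. Growth read as ATP-dependent luminescence (CellTiter-Glo, 30 min at RT).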
Starred values were filed as active, the others as inactive; ? = inconclusive; · = no result given; & = joins results of further samples; [ ] = remark or other dose. Calls follow the shape of the dose curve; as a rule, active = well fitted curve in the direction sought with a large enough effect; inconclusive = small, poorly fitted or top-dose-only effect, or another doubt; inactive = no such curve, though single readings can be large; an effect the other way counts as inactive or inconclusive. % is scaled to controls: 0 for no effect and ±100 for the full control effect; potency is read from the fitted curve at half-maximal effect.

SMILES | DT40 TDP1 CPT | TDP1 inh | TDP1 cell noCPT
CCc1ccc(C(=O)C(C)OC(=O)Cn2cnc3c2c(=O)n(C)c(=O)n3C)cc1 (stereo not given) | 0% | · | 5%
O=C(CN1C(=O)C2(SCC(=O)N2c2cccc(F)c2)c2ccccc21)NCc1ccccc1Cl (stereo not given) | ? | 2% | 21µM*
CCNC(=O)C1CCCN(C(=O)c2ccc(C(F)(F)F)cc2)CC1 (stereo not given) | -6% | · | -7%
Cc1ccc2[nH]c(=O)c(C(c3nnnn3Cc3ccccc3)N3CCc4ccccc43)cc2c1 (stereo not given) | ? | · | ?
CCOC(=O)C1=C(C)Nc2ccccc2N/C1=N\S(=O)(=O)c1ccccc1 | -20% | 6% | ?
CCOc1nc(Oc2cccc(C(=O)O)c2)nc(Oc2cccc(C(=O)O)c2)n1 | 2% | 4% | 12%
O=C(N/N=C/c1cn(Cc2ccccc2)c2ccccc12)c1ccncc1 | -15% | 8% | ?
S=c1[nH]nc(-c2ccc3ccccc3n2)n1Cc1ccccc1 | ? | 6% | ?
Cc1cc(OCCCN2CCCC2)ccc1Cl | -16% | · | 6%
COc1ccccc1Cc1nc(-c2ccncc2)no1 | ? | 6% | ?
Cc1cccc2cc(CN(C(=S)NCC(C)C)C3CCCC3)c(=O)[nH]c12 | ? | -5% | ?
N#Cc1cccc(-c2cc(NCc3ccccc3)ncn2)c1 | ? | · | ?
O=C(N/N=C/c1cccnc1)c1cc(-c2ccccc2Cl)nc2ccccc12 | ? | 7%[56.1 µM] | 4.6µM*
O=C(CCN1CCN(CCO)CC1)Nc1ccc(C2CCCC2)cc1 | ? | -3% | ?
CCCCn1c(N)c(N(Cc2ccccc2OC)C(=O)CN2C(=O)NC(C)(c3ccccc3)C2=O)c(=O)[nH]c1=O (stereo not given) | 1% | -7% | 0%
CCC1=C(OC(=O)N(CC)CC)N2C(=O)OC(=NCC(=O)OC)[C@]2(Cc2ccccc2)[C@H]2C1=CC[C@H]1C(=O)N(c3ccccc3)C(=O)[C@H]12 | ? | 9%&-1% | ?
Cc1ccc(NC(=O)CCNC(=O)c2ccc(Cl)cc2)cc1F | 29% | -31% | -12%
COc1ccc(C(C)=O)cc1COC(=O)c1cnc(Cl)c(Cl)c1 | -6% | 0% | -3%
CC(=O)Nc1nc2ccccc2[nH]1 | 17% | 5% | -7%
Nc1cnn(Cc2ccccc2F)c1 | ? | 6% | 21µM*
C=CCNC(=O)CC1C(=O)NCCN1Cc1ccc(-c2ccccc2)cc1 (stereo not given) | ? | 2% | ?
COc1ccc(/C=N/NC(=O)CN2CCN(Cc3ccccc3)CC2)cc1Br | 18% | 3% | -27%
Cc1ccc(C)c(N(CC(=O)NCc2ccco2)C(=O)CCC(=O)Nc2ccccn2)c1 | -26% | 3%[56.1 µM] | -30%
CCN(CC)C(=O)CSC(Nc1cccc(F)c1)=C(C#N)C#N | ? | · | ?
COc1cc(NC(=S)NC(=O)c2ccccc2F)ccc1NC(=O)c1ccco1 | -21% | 0% | -22%
O=C(O)CN(CCOCCOCCN(CC(=O)O)CC(=O)O)CC(=O)O | 4% | 3%[56.1 µM] | -16%
Cc1ccc2nsnc2c1NC(=O)CCc1ccccc1 | 3% | 1% | -6%
O=C(CN1CCN(c2ccccc2)CC1)N1CCN(c2ccccc2)CC1 | ? | 3% | ?
O=c1c2ccccc2nnn1Cc1ccccc1Cl | -18% | ? | -3%
O=C(Nc1ccc(Cl)c(S(=O)(=O)N2CCOCC2)c1)c1ccccn1 | 3% | 2% | -18%
O=C(Cn1c(COc2ccccc2)nc2ccccc21)Nc1cc(Cl)ccc1Cl | ? | 1% | ?
COc1cc2[nH]cc(C(=O)NCc3ccccc3)c(=O)c2cc1OC | ? | 2% | 26µM*
CCc1ccc(N=C2NC(=O)/C(=C/c3cc(OC)c(OC)c(OC)c3)S2)cc1 | ? | · | ?
COc1ccccc1N1CC(C(=O)Nc2nnc(SCc3ccccn3)s2)CC1=O (stereo not given) | -4% | 5% | -18%
Brc1ccc(-c2nnc(-c3cccc(Br)c3)o2)cc1 | -4% | -6% | -21%
NNC(=O)CCc1c[nH]c2ccccc12 | -3% | -4% | -4%
CCOc1ccc(-n2c(SCC(=O)Nc3ccc(CC)cc3)nc3n[nH]c(C)c3c2=N)cc1 | ? | 0% | 21µM*
COc1cccc(C2/C(=C(\O)c3ccc4c(c3)OCCO4)C(=O)C(=O)N2Cc2cccnc2)c1 (stereo not given) | 2% | 8% | 4%
COc1cccc(CN2CC(C(=O)NCCN3CCOC3=O)CCC2=O)c1 (stereo not given) | -3% | 5% | 14%
Cc1cccc(C)c1NC(=O)CNC(=O)c1ccc(NS(=O)(=O)c2ccc3[nH]c(=O)[nH]c3c2)cc1 | -3% | -8% | -1%
CC(C(=O)N1CCc2ccccc21)N(C)CC(=O)Nc1ccc(F)cc1 (stereo not given) | ? | 0% | ?
CCOc1ccc(/C=C2\NC(=S)NC2=O)cc1 | ? | 4% | -28%
COc1ccccc1NC(=O)C(CC(=O)O)Cc1cc(C)cc(C)c1 (stereo not given) | -8% | · | 4%
Cc1ccc(-n2nc(C(=O)N3CCN(c4cc(Cl)ccc4C)CC3)c3c4ccccc4n(C)c3c2=O)cc1 | -6% | 5% | -1%
O=C(O)COc1ccccc1/C=C1\SC(=S)N(NC(=O)c2ccccc2O)C1=O | -7% | -15% | -16%
CC(=O)c1ccc(NC(=O)COc2ccccc2C(=O)Nc2ccc(C)cn2)cc1 | 2% | 0% | ?
N#Cc1nc(COc2ccc(Br)cc2)oc1N1CCCC1 | ? | 11% | ?
Cc1ccc(C)c(OCC(=O)N(Cc2ccccc2)c2c(N)n(Cc3ccccc3)c(=O)[nH]c2=O)c1 | -17% | · | -3%
CS(=O)(=O)N(CC(=O)NCCSc1ccccn1)c1ccc(F)cc1 | 3% | 1% | -9%
COCC(=O)N(Cc1cc2ccc(C)cc2[nH]c1=O)c1ccc(C)cc1C | -4% | · | -9%
COc1ccccc1OCC(=O)NCc1nc(-c2ccccc2)no1 | -27% | -6% | -23%
COc1ccc(C(=O)c2oc3nc(C)cc(C)c3c2N)cc1 | ? | -6% | ?
COc1cccc(CNC(=O)CSc2nc(=O)[nH]c3c2CCCC3)c1 | 9% | 3% | -5%
COC(=O)C1=C(C)N(c2ccc(F)cc2)C(=O)C1 | 1% | -3% | -9%
CCOC(=O)c1c(NC(=O)COC(=O)c2ccc(C)s2)sc2c1CC(C)(C)NC2(C)C | ? | 3% | 18µM*
CCN(C(=O)CN1C(=O)S/C(=C\c2cccc(Cl)c2)C1=O)C1CCS(=O)(=O)C1 (stereo not given) | -13% | 4% | 3%
COc1ccc(NC(=O)CN(C)C(=O)/C=C/c2ccc(S(=O)(=O)N3CCCCCC3)cc2)cc1 | ? | · | 18µM*
Cc1c(NC(=O)C(C)Oc2ccccc2F)c(=O)n(-c2ccccc2)n1C (stereo not given) | -9% | 11% | 4%
CCC(C)NC(=O)CO/N=C/c1ccccc1OC(F)F (stereo not given) | -27% | -3% | -10%
N[C@H](C(=O)O)C1[C@H](C(=O)O)[C@H]1C(=O)O (stereo not given in full) | 22% | -9%[56.1 µM] | 5%
Further structures follow:
SMILES | DT40 TDP1 CPT | TDP1 inh | TDP1 cell noCPT
COc1ccccc1OCC(=O)NNC(=O)CSC(=S)N1CCCC1 | -2% | -4% | 1%
O=C(Cn1nc(-c2ccccc2)nc(Cc2ccccc2)c1=O)Nc1ccc(Cl)cc1 | -5% | 0% | -10%
Cc1ccc(NC(=O)CCc2ccc(C)o2)cc1 | -15% | · | -6%
Cc1cc(C)cc(NC(=O)CSc2nnc(-c3ccccc3Br)o2)c1 | -2% | -3% | -5%
CCCNC(=O)Cn1cnc2sc(C(=O)N3CCN(CCC)CC3)c(C)c2c1=O | -21% | 7% | -8%
CC(CNCCCn1cnc2c(OCc3ccccc3)ncnc21)c1ccccc1 (stereo not given) | ? | · | ?
CCOC(=O)C1=C(COC(=O)c2ccco2)NC(=O)NC1CC (stereo not given) | -3% | 1% | -4%
NS(=O)(=O)c1ccc(N=Nc2cc3ccccc3c(C(=O)O)c2O)cc1 | 0.4µM* | · | 1.1µM*
COC(=O)c1ccccc1CSc1nsc(C)c1C#N | -5% | · | 3%
Cc1cc(C)n(-c2cc(=O)n(C)c(=O)n2C)n1 | -10% | 4% | 0%
CN(C)CCCCOc1ccccc1-c1ccccc1 | -6% | -10% | ?
COc1ccc(NC(=O)c2sc3nc(N4CCOCC4)c4c(c3c2N)CC(C)(C)OC4)cc1 | -29% | 3%[56.1 µM] | 11%
CCc1c(C)nc2ncnn2c1NCCc1ccc(OC)c(OC)c1 | 15µM* | 0% | 13µM*
CCC(C)[C@H](NC(=O)N1CCCCCC1)C(=O)O (stereo not given in full) | -16% | 0% | 22%
Cc1cc(S(=O)(=O)NCc2ccccc2)ccc1OCC(=O)NCc1cccnc1 | 4% | 9% | -12%

As a short view, 14 of the compounds above:
SMILES | DT40 TDP1 CPT | TDP1 inh | TDP1 cell noCPT
O=C(Cn1nc(-c2ccccc2)nc(Cc2ccccc2)c1=O)Nc1ccc(Cl)cc1 | -5% | 0% | -10%
Cc1ccc(NC(=O)CCc2ccc(C)o2)cc1 | -15% | · | -6%
Cc1cc(C)cc(NC(=O)CSc2nnc(-c3ccccc3Br)o2)c1 | -2% | -3% | -5%
CCCNC(=O)Cn1cnc2sc(C(=O)N3CCN(CCC)CC3)c(C)c2c1=O | -21% | 7% | -8%
CC(CNCCCn1cnc2c(OCc3ccccc3)ncnc21)c1ccccc1 (stereo not given) | ? | · | ?
CCOC(=O)C1=C(COC(=O)c2ccco2)NC(=O)NC1CC (stereo not given) | -3% | 1% | -4%
NS(=O)(=O)c1ccc(N=Nc2cc3ccccc3c(C(=O)O)c2O)cc1 | 0.4µM* | · | 1.1µM*
COC(=O)c1ccccc1CSc1nsc(C)c1C#N | -5% | · | 3%
Cc1cc(C)n(-c2cc(=O)n(C)c(=O)n2C)n1 | -10% | 4% | 0%
CN(C)CCCCOc1ccccc1-c1ccccc1 | -6% | -10% | ?
COc1ccc(NC(=O)c2sc3nc(N4CCOCC4)c4c(c3c2N)CC(C)(C)OC4)cc1 | -29% | 3%[56.1 µM] | 11%
CCc1c(C)nc2ncnn2c1NCCc1ccc(OC)c(OC)c1 | 15µM* | 0% | 13µM*
CCC(C)[C@H](NC(=O)N1CCCCCC1)C(=O)O (stereo not given in full) | -16% | 0% | 22%
Cc1cc(S(=O)(=O)NCc2ccccc2)ccc1OCC(=O)NCc1cccnc1 | 4% | 9% | -12%

Later entries.
SMILES | DT40 TDP1 CPT | TDP1 inh | TDP1 cell noCPT
Cc1nc(NCc2ccco2)c2c3c(sc2n1)CCC3 | 13µM* | -14% | 13µM*
CC1(C)CC(=O)C=C(c2ccccc2-c2ccc(S(C)(=O)=O)cc2)C1=O | -8% | · | ?
CN(C1=NC(=O)CS1)c1ccc(O)cc1 | 3% | · | -1%
CCOC(=O)c1cc(C)n(CC2CCC(C(=O)Nc3ccc(C)c(F)c3)CC2)c1C (stereo not given) | ? | 11% | -27%
Cc1nn(-c2ccccc2)c(C)c1-c1nnc(-c2c(C)nn(-c3ccccc3)c2C)o1 | ? | 5% | 18µM*
Cc1ccc(C(=O)NC(=S)Nc2ccc(CN3CCCCC3)cc2)c(C)c1 | -27% | 2% | ?
Fc1ccc(Sc2cc(Cl)c(-c3ccccc3)nn2)cc1 | 10% | 6% | -12%
COc1ccc(Cc2nnc(NC(=O)c3cccc([N+](=O)[O-])c3C)s2)cc1 | -4% | 7% | -11%
O=C(NCc1cccs1)C1CCC(CNS(=O)(=O)c2cccc3nsnc23)CC1 (stereo not given) | -8% | 4% | -17%
O=C(Nc1ccc2nccnc2c1)c1ccco1 | ? | 3% | ?
O=C(CCN1C(=O)C2C3C=CC(C3)C2C1=O)N1CCN(c2ccc(F)cc2)CC1 (stereo not given) | -24% | 4% | ?
CCN(CC)c1ccc(-c2nnc(SCC(=O)NCc3ccco3)n2C)cc1 | ? | · | ?
COc1ccccc1NC(=O)CSc1sc2c(O)cc(=O)[nH]c2c1C#N | 0% | 3% | -9%

High-throughput results from PubChem BioAssay.
